# DUSP3 inh: VHR1 (DUSP3) phosphatase inhibition; inhibition, % at 20 µM; P51452; AID 1992; hit rate 0.7% among 50,000; recombinant VHR phosphatase, colorimetric substrate read-out; in the data active means inhibition above about 60%; further: some results filed as inactive read as strong as hits
# Target sequence (P51452 whole entry, looked up): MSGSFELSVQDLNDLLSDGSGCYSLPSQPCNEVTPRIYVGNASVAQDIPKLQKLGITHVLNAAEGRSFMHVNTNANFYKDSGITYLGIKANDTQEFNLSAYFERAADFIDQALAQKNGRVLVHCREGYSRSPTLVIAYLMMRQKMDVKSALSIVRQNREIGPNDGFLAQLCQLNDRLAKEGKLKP
# Active calls of the source: *.
SMILES,DUSP3 inh
Cc1ccc(S(=O)(=O)N(Cc2ccccc2)c2ccccc2C(=O)NCc2ccccc2)cc1,-11
CC1(C)CC(=O)C=C(NCc2ccncc2)C1,-10
CCc1cccc(C)c1NC(=O)c1cc(OC)c(OC)cc1[N+](=O)[O-],-3
O=C(NC(=S)Nc1ccc(F)cc1)c1ccccc1,-5
CCOC(=O)c1c(NC(=O)COC(=O)C(CCSC)NC(C)=O)sc2c1CCCC2 (stereo not drawn),-10
O=C(CCCC(=O)N1CCCCC1)NCc1ccco1,1
Cc1cc(C)cc(NC(=O)CN(c2ccc(Oc3ccccc3)cc2)S(C)(=O)=O)c1,10
COC(=O)c1ccccc1NC(=O)COc1ccc(C)cc1C,-2
COc1cc(S(=O)(=O)N2CCOCC2)c(OC)cc1Cl,-17
O=C1C=CC(=O)c2c1c(-c1ccccc1)nn2-c1ccccc1,86*
O=C(Nn1c(O)c(/C=C2\C=Nc3ccccc32)sc1=S)c1cccc(O)c1,3
CCOC(=O)c1c(N2C(=O)C3C4C=CC(O4)C3C2=O)sc2c1CCCC2 (stereo not drawn),7
O=C1CC(c2ccccc2)CC2=C1C(c1cccnc1)N(C(=O)c1ccccc1)c1ccccc1N2 (stereo not drawn),20
COc1ccccc1/C=C1\C=C(c2ccc(Cl)cc2)OC1=O,-9
CCOC(=O)C1CCN(C(=O)Nc2ccc(Cl)cc2)CC1,-4
N#Cc1c(-c2cccc(Br)c2)c(C#N)c2nc3ccccc3n2c1N,-39
COc1ccc(C(NC(C)=O)c2ccc3cccnc3c2O)c(OC)c1 (stereo not drawn),1
O=C(Nc1c[nH]c(=O)[nH]c1=O)c1ccc(-c2ccccc2)cc1,-24
CCOc1ccccc1CN(CCc1ccc2c(c1)OCO2)Cc1ccc(F)c(F)c1,-8
CCCCNC(=O)/C(=C/c1ccccc1)NC(=O)c1ccc(OC)cc1,-11
COC(=O)c1ccccc1NC(=O)c1ccc(Cl)cc1,-4
CCN(CC)c1ccc(NS(=O)(=O)c2ccc(NC(C)=O)cc2)cc1,-2
Cc1ccc(C=Nc2cc(C)on2)c(O)c1,-17
N#CC1=C(N)C(C#N)(C#N)C(c2ccco2)C2CCCC=C12 (stereo not drawn),35
NC(=O)c1ccccc1NC(=O)/C(=C/c1ccccc1)c1ccccc1,1
CN1CCN(Cc2c(O)ccc3cc(-c4nc5ccccc5[nH]4)c(=O)oc23)CC1,-5
CC(=O)c1cc(C#N)c(SCC(=O)c2ccc(O)c(O)c2)nc1C,6
CCOc1ccc(NC(=O)Cc2ccc(Br)cc2)cc1,0
COc1ccc(-c2cn3cc(Cl)ccc3n2)cc1Br,-26
Fc1ccc(NC(=S)Nc2ccc(I)cc2)cc1,-2
O=C(O)/C(=C\c1ccccc1)NC(=O)c1ccccc1I,-8
CCOC(=O)c1c(NC(=O)COc2ccccc2)sc(C(=O)Nc2ccccc2F)c1C,6
O=C1c2ccccc2C(=O)N1c1ccc2c(c1)C(=O)N(c1ccccc1)C2=O,-5
Cc1cc(C)cc(NC(=O)c2ccc(C)c([N+](=O)[O-])c2)c1,-12
Cc1cccc(-n2c(/C=C/c3ccc4c(c3)OCO4)nc3ccccc3c2=O)c1,5
CCN(CC)CCNc1c(N)c(=O)oc2ccccc12,11
COc1ccccc1N1CCN(C(=S)Nc2ccccc2)CC1,-37
O=C(NCc1ccc(Cl)c(Cl)c1)c1ccc(Br)cc1,23
COc1ccc(C2CC(=O)C3=C(C2)Nc2ccccc2NC3c2ccc(SC)cc2)cc1 (stereo not drawn),3
COc1ccc(N2C(=O)c3ccc(-c4nc5ccccc5c(=O)o4)cc3C2=O)cc1OC(C)=O,6
N#Cc1c(-c2ccccc2)cc(-c2ccc(Br)cc2)nc1N,12
Cc1ccc(S(=O)(=O)NCc2nnc(NC(=O)c3ccc(Br)cc3)s2)cc1,3
O=C(Nc1cc(C(F)(F)F)ccc1Cl)c1ccc(Cl)cc1Cl,4
C=COCCNC(=O)C(=O)Nc1ccccc1,-11
COc1cc(/C=C2\SC(=S)N(c3ccc([N+](=O)[O-])cc3)C2=O)ccc1OC(=O)C12CC3CC(CC(C3)C1)C2,9
Cc1cc(C)cc(CC2CC(=O)N(c3ccc(Br)cc3)C2=O)c1 (stereo not drawn),-7
C/C(=N\NC(=O)c1cc(C)[nH]n1)c1ccc(N)cc1,-1
Cc1c(C(=O)Nc2ccc3oc(-c4cccnc4)nc3c2)oc2ccccc12,-5
O=C(c1ccc(-c2ccccc2)cc1)N1CCN(C2CC3CCC2C3)CC1 (stereo not drawn),10
CC(=O)c1ccc(N2C(=O)CC(N3CCN(c4ccccn4)CC3)C2=O)cc1 (stereo not drawn),-21
CN(C)c1ccc(C(=S)N2CCCCC2)cc1,-1
O=c1/c(=C/c2ccc(Cl)cc2)sc2nc3cc(Br)cnc3n12,-30
COc1ccc(CSCC(=O)NC2CCCCC2)cc1,8
C=C(C)C1CC=C(C)/C(=N/NC(N)=O)C1 (stereo not drawn),-7
OC(CNCc1ccccc1)(c1ccc(Cl)cc1)c1ccc(Br)cc1 (stereo not drawn),7
Cc1cc(C)c2nc(NC(=O)c3ccco3)sc2c1,13
CCN(CC)c1ccc(N=Cc2cccc(O)c2O)cc1,6
CCC(C(=O)Nc1ccc(S(=O)(=O)NC(C)=O)cc1)c1ccccc1 (stereo not drawn),-7
CC(C)(C)NC(=O)c1cc(-c2ccc(Cl)cc2)nc2ccccc12,0
Cc1cccc(OCC(=O)Nc2ccc(S(=O)(=O)Nc3nccs3)cc2)c1C,8

# Next compounds
SMILES,DUSP3 inh
CN(C)/C=C1\N=C(c2ccc([N+](=O)[O-])cc2)OC1=O,-21
O=C(NCCc1ccc(F)cc1)C(=O)NC1CC1,-10
C/C(CC(C)C)=N\NC(=O)C(O)(c1ccccc1)c1ccccc1,-13
Cc1nc2ccccn2c1C(=O)N/N=C/c1ccccc1,-18
Cc1ccc(N2C(=O)/C(=C/c3ccccc3C(=O)O)SC2=S)c(C)c1,49
O=C(NCCCc1ccccc1)c1cccc(F)c1,-3
CCOc1ccc(N2C(=O)NC(=O)/C(=C\c3ccccc3OC)C2=O)cc1,3
COc1ccccc1N1C(=O)/C(=C\c2ccc(Cl)cc2Cl)SC1=S,-26
COc1cc(NC(=O)c2ccc(Cl)cc2Cl)cc(OC)c1,-4
COc1ccc(-c2ccc(/C=C/c3cc(C(F)(F)F)[nH]c(=O)n3)o2)c([N+](=O)[O-])c1,-8
CCCCn1c2ccccc2n2c(C(=O)OC)c(C)nc12,-32
CCOc1cccc(C2NC(=O)NC(C)=C2C(=O)OCC(Cl)(Cl)Cl)c1 (stereo not drawn),-22
COc1ccc(C(=O)NC(=S)Nc2cccc([N+](=O)[O-])c2)cc1,-24
O=C(Nc1ccc2nc(-c3ccc(O)cc3)sc2c1)C1CCCCC1,-10
O=C(c1ccc([N+](=O)[O-])cc1Cl)N1CCN(c2ccccn2)CC1,-11
CC1=NN(c2ccccc2)C(=O)/C1=C\c1cn(CCC#N)nc1-c1ccc(C)o1,40
O=C(COc1ccc2ccccc2c1)Nc1cc([N+](=O)[O-])ccc1F,7
COc1ccc(CC(=O)Nc2ccc(S(=O)(=O)N3CCCCCC3)cc2)cc1,8
O=C1Nc2c(S(=O)(=O)N3CCOCC3)cc(S(=O)(=O)N3CCOCC3)c3cccc1c23,6
O=C(CCNc1ccc2ccccc2c1)c1ccc(Cl)c(Cl)c1,8
COCCOC(=O)C1=C(C)NC2=C(C(=O)CC(C)(C)C2)C1c1cccc(Cl)c1 (stereo not drawn),-13
O=C1C=C(NNC(=O)c2ccncc2)CC(c2ccco2)C1 (stereo not drawn),28
N/C(=N\OC(=O)CCc1ccccc1)c1ccc(Cl)cc1,-11
O=C(N1CCOCC1)N1CCN(c2ccccc2)CC1,-14
O=C(Nc1ccc(Cl)cc1)C1CC(=O)N(c2cccc([N+](=O)[O-])c2)C1 (stereo not drawn),-2
CCN1C(=O)/C(=C/c2c(Cl)cccc2Cl)SC1=S,3
O=C(NCc1cccnc1)c1nn2c(C(F)(F)F)cc(-c3cccs3)nc2c1Cl,-29
C=CCc1ccccc1OCCOc1c(I)cc(/C=C2/SC(=S)N(C)C2=O)cc1OC,-23
Cc1cccc(C2OC3(C(=O)c4ccccc4C3=O)C3C(=O)N(c4ccccc4Br)C(=O)C23)c1 (stereo not drawn),25
O=c1nc(/C=C/c2ccc(N3CCCC3)cc2)cc(C(F)(F)F)[nH]1,108*
CC(=O)Nc1ccc(NC(=O)c2ccco2)c(C)c1,-6
N#C/C(=C/c1ccco1)c1nc(-c2cc3ccccc3oc2=O)cs1,5
COC(=O)c1ccccc1NC(=S)NC(NC(=O)c1ccc(F)cc1)C(Cl)(Cl)Cl (stereo not drawn),-9
CC(C)(C)c1cc(Br)ccc1OCC(=O)Nc1ccc2c(c1)OCCO2,-1
Cc1ccc(S(=O)(=O)Nc2ccc(S(=O)(=O)N3CCOCC3)cc2)cc1,-3
Clc1ccc(-c2ncnn2-c2cccc(Cl)c2)cc1,0
O=C1N=c2ccc(Cl)cc2=C1c1sc(NS(=O)(=O)Cc2ccccc2)nc1O,-3
C=CCN1C(=O)/C(=C\c2cc(C)n(-c3ccc([N+](=O)[O-])cc3)c2C)SC1=S,-21
Cc1ccc(N2C(=O)CSC2c2ccc(Cl)cc2)cc1 (stereo not drawn),5
COC(=O)CCCN1C(=O)/C(=C/c2ccc(OC)cc2)SC1=S,4
CNc1ccc2[nH]nc3c2c1C(=O)c1ccccc1-3,1
Cc1[nH]n(-c2ccccc2)c(=S)c1C=Nc1ccc(Br)cc1,26
C=CCN(CC=C)C(=O)CCN1C(=O)c2ccccc2C1=O,5
O=C(Nc1ccc([N+](=O)[O-])cc1)C1C(c2ccccc2)=C1c1ccccc1,-1
Cc1ccc(C(C)NC(=O)Cc2ccccc2)c(C)c1 (stereo not drawn),-31
COc1ccc(N=C2NC(=O)/C(=C\C=C\c3ccccc3)S2)cc1,73
COc1cccc(N2C(=O)NC(=O)/C(=C/C=C/c3ccccc3)C2=O)c1,69
COc1ccc2nc(NC(=O)NC34CC5CC(CC(C5)C3)C4)sc2c1,4
COc1ccc(Cl)cc1N(CC(=O)N1CCCCC1)S(=O)(=O)c1ccc(C)c([N+](=O)[O-])c1,-43
O=C(NCc1ccccn1)c1ccccc1Oc1ccccc1,4
COc1ccc(C(=O)NC(Cc2cnc[nH]2)C(=O)O)cc1 (stereo not drawn),21
Cc1ccc(-c2cc(C(F)(F)F)n3ncc(C(=O)N4CCN(c5ccc(F)cc5)CC4)c3n2)cc1,-20
CC1CC(Nc2ccccc2)c2ccccc2N1C(=O)COc1ccc2ccccc2c1 (stereo not drawn),-4
CCOc1cc(C2Nc3ccccc3C(=O)N2Cc2ccco2)ccc1OCc1ccccc1Cl (stereo not drawn),-16
Cc1cccc(NC(=O)Cc2ccccc2)c1C,13
NC(=O)c1nn2c(c1Cl)NC(c1ccco1)CC2C(F)(F)F (stereo not drawn),0
COc1ccccc1CNC(=O)CN(c1ccc(C)cc1)S(=O)(=O)c1ccc(F)cc1,6
Cn1ccnc1SCC(=O)c1ccc(-c2ccccc2)cc1,17
CCOc1ccccc1N(CC(=O)NC1CCCCC1)S(=O)(=O)c1ccccc1,-6
Cc1ccc(/C(N)=N/OC(=O)c2cccc([N+](=O)[O-])c2C)cc1,-8

# Part of the list above in order of molar mass, ascending.
SMILES,DUSP3 inh
Cc1cccc(NC(=O)Cc2ccccc2)c1C,13
CNc1ccc2[nH]nc3c2c1C(=O)c1ccccc1-3,1
Cc1ccc(C(C)NC(=O)Cc2ccccc2)c(C)c1 (stereo not drawn),-31
COc1ccc(C(=O)NC(Cc2cnc[nH]2)C(=O)O)cc1 (stereo not drawn),21
C=CCN(CC=C)C(=O)CCN1C(=O)c2ccccc2C1=O,5
O=C(NCc1ccccn1)c1ccccc1Oc1ccccc1,4
Cc1ccc(/C(N)=N/OC(=O)c2cccc([N+](=O)[O-])c2C)cc1,-8
NC(=O)c1nn2c(c1Cl)NC(c1ccco1)CC2C(F)(F)F (stereo not drawn),0
COc1ccc(N=C2NC(=O)/C(=C\C=C\c3ccccc3)S2)cc1,73
COc1cccc(N2C(=O)NC(=O)/C(=C/C=C/c3ccccc3)C2=O)c1,69
COC(=O)CCCN1C(=O)/C(=C/c2ccc(OC)cc2)SC1=S,4
O=C(Nc1ccc([N+](=O)[O-])cc1)C1C(c2ccccc2)=C1c1ccccc1,-1
COc1ccc2nc(NC(=O)NC34CC5CC(CC(C5)C3)C4)sc2c1,4
Cc1[nH]n(-c2ccccc2)c(=S)c1C=Nc1ccc(Br)cc1,26
C=CCN1C(=O)/C(=C\c2cc(C)n(-c3ccc([N+](=O)[O-])cc3)c2C)SC1=S,-21
CCOc1ccccc1N(CC(=O)NC1CCCCC1)S(=O)(=O)c1ccccc1,-6
CC1CC(Nc2ccccc2)c2ccccc2N1C(=O)COc1ccc2ccccc2c1 (stereo not drawn),-4
COc1ccccc1CNC(=O)CN(c1ccc(C)cc1)S(=O)(=O)c1ccc(F)cc1,6
COc1ccc(Cl)cc1N(CC(=O)N1CCCCC1)S(=O)(=O)c1ccc(C)c([N+](=O)[O-])c1,-43
CCOc1cc(C2Nc3ccccc3C(=O)N2Cc2ccco2)ccc1OCc1ccccc1Cl (stereo not drawn),-16

# Other records:
SMILES,DUSP3 inh
COc1ccc(Br)cc1/C=C/C(=O)c1cccs1,13
CS(=O)(=O)N1CCN(Cc2ccc(C(F)(F)F)cc2)CC1,12
O=C(Nc1nc2ccc(Cl)cc2s1)C1CC1,15
COC(=O)C(C)NC(=O)CCC1CCCCC1 (stereo not drawn),-4
Cc1ccc(NC(=O)c2ccc([N+](=O)[O-])cc2Cl)c(Br)c1,-14
c1ccc(CNc2ccc(-c3nc4ccccc4o3)cc2)cc1,22
COc1ccc(NC(=O)c2ccc(-n3cnnn3)cc2)cc1,30
Cc1ccc(-c2cc(=O)c3cc(Cl)ccc3o2)cc1,-25
O=C(Nc1ccc2nn(-c3ccccc3)nc2c1)C(Cl)(Cl)Cl,-6
CC(C)c1cc(NS(=O)(=O)c2ccc(Cl)cc2)cc(C(C)C)c1O,2
Cc1ccccc1/[N+]([O-])=C/c1cccs1,-19
CCOc1ccc(C(=O)Nc2ccc(C(=O)OC)cc2)cc1Br,-12
CCCCCCOc1ccc(N2C(=O)CC(SC(N)=Nc3ccccc3)C2=O)cc1 (stereo not drawn),-10
C/C(=N\Nc1cc(-n2cc(C)cn2)ncn1)c1c(F)c(F)c(F)c(F)c1F,-46
CCOC(=O)CN1CC(O)=C(C=NCc2ccccc2)C1=O,-1

# Compound activity deposited in PubChem by Sanford-Burnham Center for Chemical Genomics.

# Only part of the results is shown, so the mix of outcomes need not match the whole.
